Bioassay records (PubChem)
ERAP1 HTS inh: inhibitors of human ERAP1 aminopeptidase | inhibition, % at 10.7 µM | Q9NZ08 | recombinant ERAP1, Leu-AMC fluorescence, 60 min | hit rate 0.15% among 340,000;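 active means mean replicate inhibition of at least 30%, or all replicates individually reaching that 30% level; inactive means mean below 30% and not every replicate reaching it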;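 further: 0% = neutral control wells and 100% = L-leucinethiol positive control wells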
Target sequence (Q9NZ08 whole entry, looked up): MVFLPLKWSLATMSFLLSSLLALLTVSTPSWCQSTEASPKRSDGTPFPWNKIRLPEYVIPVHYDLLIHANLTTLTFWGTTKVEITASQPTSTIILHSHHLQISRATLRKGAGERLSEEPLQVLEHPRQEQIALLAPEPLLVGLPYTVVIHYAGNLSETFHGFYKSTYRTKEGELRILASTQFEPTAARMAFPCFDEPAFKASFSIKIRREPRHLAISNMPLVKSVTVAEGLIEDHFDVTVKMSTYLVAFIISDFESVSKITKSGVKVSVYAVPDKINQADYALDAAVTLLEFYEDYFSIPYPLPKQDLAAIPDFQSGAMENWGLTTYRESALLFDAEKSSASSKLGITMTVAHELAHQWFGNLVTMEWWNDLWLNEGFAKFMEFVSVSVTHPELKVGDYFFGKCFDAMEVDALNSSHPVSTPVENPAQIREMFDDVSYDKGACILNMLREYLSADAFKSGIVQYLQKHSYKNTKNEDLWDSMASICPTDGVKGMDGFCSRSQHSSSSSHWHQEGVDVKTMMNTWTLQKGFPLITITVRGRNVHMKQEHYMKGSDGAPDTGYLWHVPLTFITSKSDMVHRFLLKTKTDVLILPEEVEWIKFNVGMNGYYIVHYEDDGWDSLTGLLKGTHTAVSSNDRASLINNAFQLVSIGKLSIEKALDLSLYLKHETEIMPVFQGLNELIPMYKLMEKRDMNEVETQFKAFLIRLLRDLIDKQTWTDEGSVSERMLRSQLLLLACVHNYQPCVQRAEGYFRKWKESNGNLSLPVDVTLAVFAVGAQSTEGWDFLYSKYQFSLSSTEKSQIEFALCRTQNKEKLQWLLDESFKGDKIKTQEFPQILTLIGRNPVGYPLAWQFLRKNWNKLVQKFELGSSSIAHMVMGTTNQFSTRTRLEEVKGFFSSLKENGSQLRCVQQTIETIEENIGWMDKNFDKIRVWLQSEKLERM
FN deposition inh: fibronectin deposition inhibition; AH1F fibroblasts, Alexa488-fibronectin deposition fluorescence, overnight; inhibition, % at 12.6 µM; hit rate 0.086% among 350,000; AID 743247;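 active means mean inhibition across replicates of 30% or more, regardless of how many single replicates reach that level; inconclusive means mean under 30% yet at least half of replicates reach 30%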;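 further: positive control wells lacked labelled fibronectin entirely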
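Material – AH1F fibroblast monolayer, labelled fibronectin deposition · Reagent – labelled fibronectin 24 nM · Timing – 1 h adhesion, overnight exposure · Measured by – fluorescence at 485 nm excitation, 525 nm emission · Read-out – inhibition of fibronectin deposition signal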
LGR2 antag: blocks bursicon-induced cAMP signaling via Drosophila LGR2 | HEK293 LGR2, CRE-luciferase, bursicon-stimulated, 4 h | inhibition, % at 9.99 µM | hit rate 0.35% among 380,000 | AID 720647;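 active means drop in luminescence signal, shown as inhibition above about 50% in the replicate tests, limit read from the data, passing the limit was not always enough; inconclusive means probably only some replicates passing the limit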;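 further: agonist challenge used bursicon conditioned medium at about half maximal strength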
PAX8 inh HTS: PAX8 transcriptional activity inhibition | RMG-I TPO-luciferase reporter, SteadyGlo, 24 h | inhibition, % at 12.6 µM | hit rate 1.2% among 360,000 | AID 652154;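 active means mean replicate inhibition at least 60% with every replicate also reaching 60%; inconclusive means only one of the two criteria is met; inactive means mean below 60% and not all replicates reaching 60%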;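 further: luciferase light reporting Pax8 driven TPO promoter activity; plate controls were median of neutral control wells for no effect and mitoxantrone controls for full effect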
EWS-Fli inh: blocks EWS/Fli oncoprotein-driven transcription; A673 NR0B1-luciferase reporter, viability-normalised; inhibition, % at 12.6 µM; hit rate 0.67% among 350,000;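 active means mean inhibition of at least 50% after viability correction, with every replicate also passing that limit; inconclusive means mean reaches 50% but only one of two replicates passes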;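 further: firefly luciferase signal divided by Alamar Blue viability fluorescence both relative to DMSO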
PglD DTNB: blocks C. jejuni PglD acetyltransferase activity. purified PglD enzyme, DTNB colorimetric CoA detection. hit rate 0.098% among 360,000. AID 602405. inhibition, % at 12.5 µM; in the data active means inhibition above about 16%, passing the limit was not always enough; inconclusive means no clear call, values can overlap the other calls; further: strong numbers were not always called active
S100A4 MyoIIA: S100A4-myosin IIA interaction inhibition | hit rate 0.14% among 360,000 | AID 652163 | P26447 | inhibition, % at 10.7 µM | S100A4/TAMRA-MyoIIA peptide fluorescence polarization;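 active means mean inhibition of at least 70% across replicates, with every replicate also reaching that level; inconclusive means mean inhibition reaches 70% but some replicates fall short; inactive means mean inhibition below 70%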
Target sequence (P26447 whole entry, looked up): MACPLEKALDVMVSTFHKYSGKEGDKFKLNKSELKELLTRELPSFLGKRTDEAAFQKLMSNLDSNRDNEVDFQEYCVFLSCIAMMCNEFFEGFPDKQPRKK
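Material: S100A4 monomer protein | Medium: HEPES pH 7.2 with CaCl2, KCl, NaCl, DTT, Triton | Reagent: Labelled myosin peptide probe, 5 nM | Doses: One dose per compound | Times: 5 min incubation before reading | Benchmarks: Neutral control DMSO, positive control TFP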
PGC1a acetyl inh: PGC1a acetylation modulation, inhibitor mode. U2OS PGC1a acetylation, AlphaScreen anti-acetyl-lysine; with virally co-expressed GCN5 acetyltransferase. inhibition, % at 15.6 µM. hit rate 0.17% among 350,000. AID 651687;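 active means every replicate shows inhibition of at least 40%; inconclusive means mean inhibition at least 40% but some replicate below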;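 further: 0% = neutral control wells and 100% = positive control wells; some results beyond the cut were filed as inactive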
Active calls of the source: *; ? = inconclusive; . = not tested or not shown.

molecule,EWS-Fli inh,PAX8 inh HTS,PglD DTNB,S100A4 MyoIIA,PGC1a acetyl inh,ERAP1 HTS inh,FN deposition inh,LGR2 antag
CO[C@H]1CN(C)C(=O)c2cc(NC(=O)c3ccccc3F)ccc2OC[C@H](C)NC[C@H]1C,-2.2,16.0,-1.1,41.0,-1.1,0.0,-14.5,1.3
CN(C[C@@H]1N[C@@H](CO)[C@@H]1c1ccc(C2=CCCCC2)cc1)S(C)(=O)=O,10.5,0.1,1.9,.,-2.7,.,22.8,10.8
O=C(Nc1ccon1)c1ccc(Br)o1,-3.0,.,6.5,-4.9,8.9,-0.7,.,-4.5
COc1cccc(CN(C(=O)/C=C/c2ccco2)C2CCS(=O)(=O)C2)c1 (centres undefined),-7.4,7.1,-6.0,-0.1,13.1,-4.1,7.3,7.0
C[C@H]1CN([C@@H](C)CO)C(=O)c2cccc(NC(=O)C3CCOCC3)c2O[C@H]1CN(C)C(=O)Nc1ccc(C(F)(F)F)cc1,-4.3,-5.6,-0.8,-38.0,8.3,6.1,0.3,1.3
COc1ccc(-n2c(NCCN(C)C)nc3sc4c(c3c2=O)CCCCC4)cc1,12.7,.,-3.1,3.4,-0.1,-0.5,.,-1.5
CCC(C)(C)n1nnnc1C(c1ccc2ncccc2c1)N1CCN(c2ccc(O)cc2)CC1 (centres undefined),2.9,-7.0,-0.6,-11.0,-11.1,-0.9,-3.2,12.0
CCOc1ccc(C2CC(=O)NC(SC)=C2C#N)cc1 (centres undefined),3.3,4.1,-2.5,13.2,-5.2,-0.5,-4.1,-4.2
C=CCNC(=O)COc1ccc(N(C)S(=O)(=O)c2ccc(NC(C)=O)cc2)cc1,4.9,-8.6,-1.6,-5.8,-12.2,1.6,-8.0,-0.7
CCC(=O)N(C)C[C@@H]1Oc2cc(-c3ccc(C#N)cc3)ccc2S(=O)(=O)N([C@H](C)CO)C[C@H]1C,7.0,.,0.8,14.0,10.4,-1.5,4.6,33.6
COc1ccc2c3c([nH]c2c1)[C@H](CO)N(C(=O)CN(C)C)CC31CCN(Cc2ccccc2Cl)CC1,21.7,20.1,.,5.3,-33.9,-4.5,.,8.0
Cc1c(N2C(=O)CSC2c2ccco2)c(=O)n(-c2ccccc2)n1C (centres undefined),13.8,11.3,1.7,0.8,.,5.3,-2.5,4.9
O=C(C1CCCC1)N1C[C@H]2[C@@H](c3ccccc31)[C@H](CO)N2C(=O)Nc1cccc(F)c1,-1.2,-0.3,-0.4,-1.6,-10.2,0.6,-2.5,-0.8
CCn1ccnc1CN1CCC(n2nccc2NC(=O)CCc2ccccc2)CC1,0.8,10.6,-1.9,-4.7,-1.1,2.9,-5.3,2.5
CS(=O)(=O)N1CCN(c2ccc(NC(=S)NC(=O)c3ccc4c(c3)OCO4)cc2)CC1,10.6,6.7,.,8.3,0.0,-3.4,-4.5,26.9
Cc1cc(NC(=O)CCC(=O)N(c2ccccc2)C(C(=O)NC2CCCC2)c2ccncc2)no1 (centres undefined),.,13.0,-2.9,.,-7.0,.,0.3,.
CCN(C(=O)CSc1nc2ccccc2c(=O)n1CCOC)C1CCS(=O)(=O)C1 (centres undefined),0.9,16.1,-0.9,-3.6,-0.4,4.0,-3.4,3.7
COC(=O)CCCC1=CC2=C(c3ccccc3)C(=O)C(C)(OC(=O)C3CCCC3)C(=O)C2=CN1C1CCCCC1 (centres undefined),2.2,-20.3,1.4,-6.8,.,.,-1.1,7.3
CC(C)C[C@H]1CN(CCCC[C@@H]2CNC(=O)C(=O)N2CCc2ccccc2)C(=O)C(=O)N1Cc1ccccc1,-4.8,0.8,.,-5.8,.,.,.,-4.7
C=C(C)COc1ccc(-c2ncncc2-c2ccc(Cl)cc2)c(O)c1,5.9,14.1,-6.1,-6.9,.,1.4,5.5,12.9
O=C(N/N=C/c1c(Cl)cccc1Cl)c1ccc(-n2cnnn2)cc1,-8.1,-19.8,-1.2,-6.3,-2.7,-7.6,-2.1,4.5
CN1CCN(C(=O)C[C@@H]2CC[C@H]3[C@H](COc4ccc(NC(=O)C5CC5)cc4C(=O)N3C)O2)CC1,-8.5,-23.2,-0.5,-23.7,5.0,0.4,2.3,3.6
COc1cc2nc(CC(C)C)n(NC(=O)c3ccccc3Br)c(=O)c2cc1OC,-6.7,23.2,-7.9,2.5,-8.2,17.6,-8.7,3.4
Cc1cccn2c(=O)c3cc(C(=O)N4c5ccccc5CC4C)n(C)c3nc12 (centres undefined),.,22.7,6.6,.,-7.8,.,0.9,.
COCC(=O)N1C[C@H]2[C@@H](c3ccccc31)[C@@H](CO)N2Cc1cc(F)ccc1F,6.0,-8.1,-2.5,-2.7,-5.9,-2.6,-0.5,-5.4
N#CCc1ccc(Oc2ncccn2)cc1,5.5,19.2,0.8,-5.9,2.0,-6.6,-4.6,-11.7
Cc1c(OCc2ccc(C(=O)O)cc2)ccc2c(-c3ccccc3)cc(=O)oc12,11.0,-27.0,-6.2,-2.8,?,-0.8,-1.1,-10.0
Cc1cccc(S(=O)(=O)N2CCCCN3[C@@H](CO)[C@@H](c4ccc(C#CC(C)C)cc4)[C@@H]3C2)c1,15.9,50.7,11.0,-6.9,-9.9,7.8,.,13.3
Cc1ccc(C)c(OCCC(=O)OCC(=O)NC2CCS(=O)(=O)C2)c1 (centres undefined),-1.0,0.7,-0.8,-1.6,.,-2.5,5.2,12.0
C[C@@H]1CN([C@@H](C)CO)C(=O)c2cc(NC(=O)C3CC3)ccc2O[C@@H]1CN(C)C(=O)Nc1ccc(F)cc1,.,-2.5,5.8,-1.4,1.0,4.2,.,11.0

Brought forward from above: six entries, then new ones.
molecule,EWS-Fli inh,PAX8 inh HTS,PglD DTNB,S100A4 MyoIIA,PGC1a acetyl inh,ERAP1 HTS inh,FN deposition inh,LGR2 antag
COCC(=O)N1C[C@H]2[C@@H](c3ccccc31)[C@@H](CO)N2Cc1cc(F)ccc1F,6.0,-8.1,-2.5,-2.7,-5.9,-2.6,-0.5,-5.4
N#CCc1ccc(Oc2ncccn2)cc1,5.5,19.2,0.8,-5.9,2.0,-6.6,-4.6,-11.7
Cc1c(OCc2ccc(C(=O)O)cc2)ccc2c(-c3ccccc3)cc(=O)oc12,11.0,-27.0,-6.2,-2.8,?,-0.8,-1.1,-10.0
Cc1cccc(S(=O)(=O)N2CCCCN3[C@@H](CO)[C@@H](c4ccc(C#CC(C)C)cc4)[C@@H]3C2)c1,15.9,50.7,11.0,-6.9,-9.9,7.8,.,13.3
Cc1ccc(C)c(OCCC(=O)OCC(=O)NC2CCS(=O)(=O)C2)c1 (centres undefined),-1.0,0.7,-0.8,-1.6,.,-2.5,5.2,12.0
C[C@@H]1CN([C@@H](C)CO)C(=O)c2cc(NC(=O)C3CC3)ccc2O[C@@H]1CN(C)C(=O)Nc1ccc(F)cc1,.,-2.5,5.8,-1.4,1.0,4.2,.,11.0
O=S(=O)(N[C@@H]1CC[C@@H](CCn2cc(-c3cccc(F)c3)nn2)O[C@H]1CO)c1ccccc1,0.7,3.5,-2.4,-6.7,-10.3,-3.7,.,-16.0
O=C(C[C@@H]1C=C[C@@H](NC(=O)NC2CCCCC2)[C@@H](CO)O1)NCc1ccc(Cl)cc1,0.6,8.0,-1.0,-19.7,-4.9,-3.4,.,-15.8
C[C@@H](O)C#Cc1ccc2c(c1)O[C@@H](CN(C)C)[C@@H](C)CN([C@@H](C)CO)S2(=O)=O,-2.0,-0.8,0.1,26.3,1.8,3.8,-7.3,-7.0
Cc1cn([C@H]2C[C@H](O)[C@@H](CCC(=O)NC(c3ccccc3)c3ccccc3)O2)c(=O)[nH]c1=O,1.1,1.8,-3.7,-0.1,16.2,-1.8,7.5,4.5
O=C(Cc1cccnc1)N1CC(=O)N2[C@H](CO)[C@@H](c3ccc(/C=C/c4ccccc4)cc3)[C@@H]2C1,-4.8,12.3,.,5.6,-5.5,-1.7,-4.0,4.6
CSc1ncnc2ncn(C)c12,12.2,-2.8,.,-5.3,5.2,-2.5,2.9,2.5
O=C(NCCCCNC(=O)c1ccc(Br)s1)c1ccc(Br)s1,.,2.6,3.4,.,-13.1,.,-1.9,.
C[C@@H]1CN([C@@H](C)CO)C(=O)c2cc(NC(=O)CCC(F)(F)F)ccc2O[C@@H]1CN(C)C,-3.0,6.6,12.9,54.8,7.8,-0.9,.,-13.4
CCOc1ccc(C(=O)Nc2ccc(S(=O)(=O)NCC3CCCO3)cc2)cc1OCC (centres undefined),.,-9.8,-5.7,2.0,-14.9,0.2,-1.2,-9.4
CCN1CCCC1CN(Cc1cc2ccc(C)cc2[nH]c1=O)C(=S)Nc1ccccc1OC (centres undefined),.,16.4,-3.2,.,23.7,.,-2.8,-5.2
COc1cc(CCNc2ccc3nnc(-c4ccccc4)n3n2)cc(OC)c1OC,9.8,12.8,-0.8,-0.1,-31.5,-1.5,5.3,6.3
CC(C)c1ccc(/C=N/NC(=O)CC(=O)NC2CCCCC2)cc1,-1.1,-10.5,.,-4.1,-5.8,0.4,12.7,-16.9
O=C(Nc1ccc(F)cc1)N1CC(=O)N2[C@H](CO)[C@H](c3ccc(C#CC4CC4)cc3)[C@@H]2C1,0.2,-7.7,.,-2.2,6.9,0.6,.,28.6
COc1ccc(-c2sc3ccc(OC)cc3c2-c2ccc(OC)nc2)cc1,-7.9,11.5,0.2,0.6,-4.1,-1.0,6.1,-0.5
CO[C@@H]1CN(C)C(=O)c2ccc(NC(C)=O)cc2OC[C@H](C)N(C(=O)c2cnccn2)C[C@@H]1C,-1.0,.,.,-17.0,0.1,2.1,-2.6,-2.6
CCCNC(=O)C[C@@H]1CC[C@H]2[C@H](COc3ccc(NC(=O)c4cscn4)cc3C(=O)N2C)O1,0.1,5.2,.,.,3.6,.,-9.9,13.6
COc1ccc(OC)c(CNC(=O)CCCc2cn(C)c3ccccc23)c1,-4.0,-6.3,-4.7,-10.1,-18.8,-2.6,.,2.9
O=C(CCCc1ccccc1)Nc1cccc([N+](=O)[O-])c1,-30.4,-209.3,5.9,-0.2,-1.2,-0.7,-4.9,-23.1
COc1ccc(-c2cc(C(=O)Nc3ccccc3O)c3ccccc3n2)cc1OC,-1.3,-25.8,.,18.2,11.1,-18.2,-14.8,-6.8
O=C(Nc1ccc(F)cc1)C1CCN(c2ncnc3c2nc2n3CCCCC2)CC1,7.9,11.2,3.7,-1.0,-2.8,1.5,-9.7,4.7
CNC(=S)n1cnc(N)n1,11.7,13.0,.,-0.9,.,-1.5,-0.7,6.1
Cc1noc(C)c1COc1ccc(C(=O)N2CCC(C(N)=O)CC2)cc1,0.2,10.8,2.6,1.0,6.6,-0.6,4.2,-1.4
COc1ccc(NC(=O)CN(C)C(=O)c2cc(C3CC3)nn2-c2ccccc2)cc1,-1.5,22.5,5.0,-3.7,.,-1.4,-7.1,11.3
COc1cccc(-c2ccc3c(c2)O[C@@H](CN(C)C(C)=O)[C@@H](C)CN([C@H](C)CO)S3(=O)=O)c1,-12.7,.,2.1,-43.7,19.3,0.2,.,6.4

Outcome played no part in choosing rows; overall some 2.1% were active at least once.
